ROC1-CUL1 inh: inhibitors of human ROC1-CUL1 ubiquitin ligase activity; P62877+Q13616; in vitro K48 di-Ub FRET, acceptor:donor ratio, 45 min; inhibition, % at 10 µM; 0.6% of 140,000 active; AID 1347404; in the data active = inhibition above about 25%
Target sequence (P62877 whole entry, looked up): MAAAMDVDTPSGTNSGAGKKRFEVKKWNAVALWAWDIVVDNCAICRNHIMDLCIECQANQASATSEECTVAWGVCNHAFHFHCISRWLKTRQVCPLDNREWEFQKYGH
Target sequence (Q13616 whole entry, looked up): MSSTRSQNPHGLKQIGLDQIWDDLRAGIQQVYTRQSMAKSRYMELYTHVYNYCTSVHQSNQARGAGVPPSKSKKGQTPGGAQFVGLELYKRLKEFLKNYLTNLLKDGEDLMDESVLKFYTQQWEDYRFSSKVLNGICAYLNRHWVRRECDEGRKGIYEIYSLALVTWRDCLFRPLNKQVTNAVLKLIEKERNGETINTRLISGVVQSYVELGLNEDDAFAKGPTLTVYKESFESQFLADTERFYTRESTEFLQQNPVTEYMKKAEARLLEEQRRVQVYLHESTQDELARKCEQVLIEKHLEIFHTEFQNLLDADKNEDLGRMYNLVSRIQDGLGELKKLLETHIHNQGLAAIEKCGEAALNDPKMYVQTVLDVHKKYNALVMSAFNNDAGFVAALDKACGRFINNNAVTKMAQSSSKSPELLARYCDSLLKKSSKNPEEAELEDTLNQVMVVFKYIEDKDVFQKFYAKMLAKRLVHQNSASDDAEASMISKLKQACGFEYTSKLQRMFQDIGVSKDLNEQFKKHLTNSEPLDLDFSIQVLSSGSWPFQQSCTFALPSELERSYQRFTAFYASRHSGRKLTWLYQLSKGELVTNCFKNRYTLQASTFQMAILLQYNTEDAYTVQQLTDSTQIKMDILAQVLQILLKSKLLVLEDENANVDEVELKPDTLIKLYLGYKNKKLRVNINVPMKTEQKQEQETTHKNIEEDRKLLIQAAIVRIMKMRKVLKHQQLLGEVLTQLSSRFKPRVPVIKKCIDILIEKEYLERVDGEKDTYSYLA
The depositor's hits bear a star; & = joins results of further samples.

molecule	ROC1-CUL1 inh
Cc1cc(N2C(=O)C(=O)C(C(=O)c3ccc(F)cc3)C2c2ccc(C(C)(C)C)cc2)no1 (configuration not stated)	5
O=C(NC(=S)N1CCN(c2ccccc2)CC1)c1c(F)cccc1F	-17
NS(=O)(=O)c1cnccc1Sc1c(Cl)cccc1Cl	-2
COc1ccccc1OC(C)C(=O)NC1CCS(=O)(=O)C1 (configuration not stated)	-2
COc1ccc(OC)c2sc(N(Cc3cccnc3)C(=O)c3ccco3)nc12	-4
COc1ccc2[nH]c([C@@H]3C[C@H]4CN(C)C(=O)[C@]45CCCN35)c(C)c2c1	7
Cc1cc(C)cc(N(CC(=O)N/N=C/c2ccc(OCc3ccccc3)cc2)S(C)(=O)=O)c1	3
CCOC(=O)c1cc2c(=O)n3ccccc3nc2n(CC2CCCO2)c1=NC(=O)c1ccccc1OCC (configuration not stated)	-9
Clc1ccc(N=Nc2nc(-c3ccccc3)c(-c3ccccc3)[nH]2)cc1	7
O=C(/C=C/c1ccco1)N(CCN1CCCCC1)CC1CCCN(C2CCCC2)C1 (configuration not stated)	-5

New compounds follow:
molecule	ROC1-CUL1 inh
COCCNC(=O)c1cccc(OC2CCN(Cc3ccc(Cl)s3)CC2)c1	8
CCn1c(Cc2ccc(OC)cc2)nnc1SCC(=O)Nc1cccc(Cl)c1	-3
COc1cccc(C(=O)c2sc(Nc3ccc(F)c(Cl)c3)nc2N)c1	2&-2
COc1ccc(/C=C/c2nc(C#N)c(N3CCN(c4ccccc4)CC3)o2)cc1OC	-2
CC(=O)CC(=O)OC1CC[C@@]2(C)C(CCC3C4CCC(C(C)CCCC(C)C)[C@@]4(C)CCC32)C1 (some centres not stated)	-2
CCOC(=O)c1ccccc1NC(=O)Cn1ncc2c1-c1ccccc1OC2	-3
COCCN1C(=O)CC(CC(=O)N2CCc3c(Cl)cccc3C2)(c2ccccc2F)C1=O (configuration not stated)	2
CCCCN1C(=O)C(C=Nc2ccc(Cl)cc2Cl)C(=O)N(CCc2ccccc2)C1=O (configuration not stated)	2
CN=C1NC(=O)NC(=O)C1N=Nc1cc(Cl)ccc1Cl (configuration not stated)	7
CCC(=O)Nc1c(Cl)cccc1C(=O)O	-2

Laid out differently: 4 of the compounds above
> CCn1c(Cc2ccc(OC)cc2)nnc1SCC(=O)Nc1cccc(Cl)c1
  ROC1-CUL1 inh: -3
> COc1cccc(C(=O)c2sc(Nc3ccc(F)c(Cl)c3)nc2N)c1
  ROC1-CUL1 inh: 2&-2
> COc1ccc(/C=C/c2nc(C#N)c(N3CCN(c4ccccc4)CC3)o2)cc1OC
  ROC1-CUL1 inh: -2
> CC(=O)CC(=O)OC1CC[C@@]2(C)C(CCC3C4CCC(C(C)CCCC(C)C)[C@@]4(C)CCC32)C1 (some centres not stated)
  ROC1-CUL1 inh: -2

The listing continues.
molecule	ROC1-CUL1 inh
COc1ccc(C2CC(=O)C(C)(C)O2)cc1 (configuration not stated)	2
CN1C(=O)C(=Cc2cccc(OCc3ccccc3F)c2)C(=O)N(C)C1=O	-7
CC(C)OC(=O)NC(=O)c1ccc(Cl)cc1	2
CCc1ccc(/C=C/c2cc[nH]c2)[n+](C)c1	7
COC(=O)C1C(C)=NC2=C(C(=O)c3ccccc32)C1c1ccccc1Cl (configuration not stated)	-1
CCCC1=NCCn2c(C(=O)c3ccc(Cl)nc3)ccc21	-9
CCN(C(=O)c1cnc2ccc(C)cn2c1=O)c1ccccc1	-1
COc1ccccc1NC(=O)COc1ccc(C)cc1C	-7
CCn1c(CN2CCOCC2)nc2cc(NC(=O)c3ccccc3[N+](=O)[O-])ccc21	6
Cc1cc(C)cc(NS(=O)(=O)c2ccc3c(c2)CCCN3C(=O)C2CCC2)c1	-3

(further entries)
molecule	ROC1-CUL1 inh
COc1ccc(CN(Cc2ccncc2)C(=O)c2ccc3[nH]c(C)c(C)c3c2)cc1OCC1CCCCO1 (configuration not stated)	3
Cc1ccccc1NS(=O)(=O)c1cc(S(C)(=O)=O)ccc1Cl	1
CCOc1ccc2c(c1)c(=O)c(S(=O)(=O)c1ccc(Cl)cc1)cn2Cc1ccccc1C	1
Cc1ccc(Sc2ncnc3sc4c(c23)CCCCC4)cc1	2
O=C1c2ccccc2C(=O)N1CNn1cnnc1	-6
COc1ccccc1Nc1nc(N)nc(CSc2nccn2C)n1	-4
COc1ccc2c(=O)cc(-c3ccc4c(c3)OCO4)n(C)c2c1	-3
Cc1nn(CC(=O)NCc2ccc(F)cc2)c2ccccc12	-4
OCCN1CCN(CCc2c3c(cc4c2CCC4)CCC3)CC1	8
CSc1cccc(NC(=O)c2ccc(CN3CCCCC3)cc2)c1	11

6 compounds already listed, ordered by molecular weight, rising.
molecule	ROC1-CUL1 inh
COc1ccc2c(=O)cc(-c3ccc4c(c3)OCO4)n(C)c2c1	-3
Cc1ccc(Sc2ncnc3sc4c(c23)CCCCC4)cc1	2
CSc1cccc(NC(=O)c2ccc(CN3CCCCC3)cc2)c1	11
COc1ccccc1Nc1nc(N)nc(CSc2nccn2C)n1	-4
Cc1ccccc1NS(=O)(=O)c1cc(S(C)(=O)=O)ccc1Cl	1
CCOc1ccc2c(c1)c(=O)c(S(=O)(=O)c1ccc(Cl)cc1)cn2Cc1ccccc1C	1

(cont.)
molecule	ROC1-CUL1 inh
CCOC(=O)C1C(=O)CSC1=Nc1ccc([N+](=O)[O-])cc1 (configuration not stated)	1
Cc1cc(C(=O)N2CCN(c3ccc(Cl)c(Cl)c3)CC2)cs1	4
CCc1cccc(NC(=O)Cn2c(=O)n(CC(=O)NCCc3ccccc3)c(=O)c3ccccc32)c1	9
CCCN1CCC(NC(=O)c2ccccc2Br)CC1	-3
COc1ccc(C(=O)N2CCc3cc(S(=O)(=O)N4CCOCC4)ccc32)cc1	3
CCCSc1n[nH]c(CCC)n1	-7
CC(/C=C/c1ccc2c(c1)OCO2)=N\NC(=O)c1cccs1	-10
CC1CCc2c(sc3c2c(=O)n(-c2ccccc2)c2nnc(SCC(=O)c4ccccc4)n32)C1 (configuration not stated)	1
O=C(O)CCC(=O)NCC1COc2ccccc2O1 (configuration not stated)	5
CCc1noc(C)c1C(=O)Nc1cc(C)ccc1OC	-2

The results go on:
molecule	ROC1-CUL1 inh
CC1CN(CC(=O)Nc2cccc(C(F)(F)F)c2)CC(C)O1 (configuration not stated)	-6
O=C1/C(=C/c2ccco2)S(=O)(=O)C(c2ccccc2)N1c1ccccc1 (configuration not stated)	11
CCOC(=O)c1c(NC(=O)CNCCCN2CCOCC2)sc2c1CCCCC2	-4
O=C1c2cccnc2C(=O)N1c1ccc(OC(F)(F)F)cc1	-14
O=C(Cc1c(F)cccc1Cl)N1CCN(c2ncccn2)CC1	-9
COc1ccc(C)cc1Nc1c2c(nc3nc(-c4cccs4)nn13)CCCC2	-15
Cc1ccsc1C(c1c[nH]c2ccccc12)c1c[nH]c2ccccc12	5
CC(=O)NC(Nc1ccccc1Cl)(C(F)(F)F)C(F)(F)F	3
Cc1cc2oc(C(=O)Nc3ccc(S(=O)(=O)N4CCCCCC4)cc3)cc(=O)c2cc1C	2
CCOc1ccc2c3c(c(=O)oc2c1OCC)CCCC3	-1

Remaining list, next part
molecule	ROC1-CUL1 inh
CCN(CC)CCOC(=O)c1ccc(NC(=O)c2nn(-c3ccc(C)cc3)c(=O)c3c2c2ccccc2n3C)cc1	3
COc1ccccc1CCN1CCC(CN(C)C(=O)c2cscn2)CC1	14
CCc1ccc(OCC(=O)Nc2cc(OC)ccc2OC)c(Br)c1	3
COC(=O)C1C/C(=N/NS(=O)(=O)c2ccc(C)cc2)CS1 (configuration not stated)	-3
COc1ccccc1-n1c(=O)c2c3c(sc2n2c(SCC(=O)c4ccc(Cl)cc4)nnc12)CCC3	3
COc1ccc(NC(=O)CSC2=Nc3ccccc3C3=NC(CCC(=O)NCc4ccc(F)cc4)C(=O)N23)cc1Cl (configuration not stated)	1
O=C1CCC(CCC(=O)N2CCCC(C(=O)c3ccccc3)C2)(Cc2ccc3ccccc3c2)N1 (configuration not stated)	5
C=CCN(c1cc(OCc2ccccc2)c2c(c1)c(C)cn2S(=O)(=O)c1ccccc1)S(C)(=O)=O	-6
N#C/C(=C\c1ccoc1)c1nc(-c2ccc(C3CCCCC3)cc2)cs1	-4
O=C(Nc1ccccc1Oc1cccnc1)C1CCCN1C1CCCC1 (configuration not stated)	5

Next results follow:
molecule	ROC1-CUL1 inh
Cc1cc(C)c(OCC(=O)Nc2cccc(-c3nc4ncccc4o3)c2)c(Br)c1	1
COc1cc(NC(=O)Cn2c(C)cc3ccccc3c2=O)cc(OC)c1OC	-4
CCN(CCO)c1ccc(N2C(=S)N=C(Nc3c(C)cccc3C)C23CCC(C)CC3)cc1 (configuration not stated)	0
O=C(Nc1ccccc1)Oc1c(Cl)cc2oc(=O)sc2c1Br	16
O=C(c1ccc(Cl)cc1)C1CCCC(N2CCOCC2)C1=O (configuration not stated)	5
CO[C@H]1O[C@@H]2COC(c3ccccc3)O[C@H]2[C@@H](N(C)C)[C@@H]1O (some centres not stated)	2
COC(=O)CCNC(=O)c1coc(COc2ccc(F)cc2Cl)n1	5
C#CC(C)(CC)NC(=O)Cn1nnc(-c2ccc(OCc3c(F)cccc3Cl)cc2)n1 (configuration not stated)	-6
COc1ccc2cc3c(N)nn(C(=O)c4ccc(OC)c(OC)c4)c3nc2c1	-3
CC(C)(Oc1ccc(-c2ccncn2)cc1)C(=O)O	5

Remaining list, next part.
molecule	ROC1-CUL1 inh
CCOC(=O)C12CN(Cc3ccccc3)C(=O)C1(O)C1(C(=O)OCC)CN(Cc3ccccc3)C(=O)C21O (configuration not stated)	-1
C=CCOc1ccc(CNn2cnnc2SCc2ccccc2F)cc1OCC	-3
O=C(O)c1ccccc1C(=O)Nc1ccc(S(=O)(=O)N2CCOCC2)cc1	3
COc1cc(Cl)cc2c1Sc1ccccc1/C2=C/CCN(C)C	0
CCc1ccc(OC)c(S(=O)(=O)Nc2ccccc2C)c1	10
COc1ccc(F)cc1S(=O)(=O)N1CCOCC1	0
COC(=O)C1C(=N)N(c2cccc(Cl)c2C)C2=C(C(=O)CCC2)C1c1ccc(Br)cc1 (configuration not stated)	-1
Cc1ccc(O)c(NC(=O)c2cc(-c3ccc(F)cc3)on2)c1	-7
COc1ccc(NC(=O)c2sc3nc(C)c(C(=O)Nc4ccc(C)cc4C)c(-c4cccs4)c3c2N)cc1	4
COc1cc(OC)c(Nc2c3c(nc4nc(-c5cccs5)nn24)CCCC3)cc1Cl	5

Later entries
molecule	ROC1-CUL1 inh
CCCN1CCN(C(=O)c2cc(Cn3c(C)nc4ccccc43)on2)CC1	8
Cc1ccccc1OCc1ccc(-c2nc(C#N)c(N3CCC(C(N)=O)CC3)o2)o1	0
CC(=O)c1ccc(NC(=O)c2nc(-c3ccccc3)n(-c3ccccc3Cl)n2)cc1	5
Brc1cnc(-c2ccc(OCc3ccccc3)cc2)nc1	-7
COC(=O)Nc1nc2cc(Oc3ccc(NC(C)=O)cc3)c(C)cc2[nH]1	-11
Oc1c(Br)cc(/C=N/n2c(-c3ccccc3)n[nH]c2=S)cc1Br	4
C=CCC1(Nc2ccccc2C)CCCC1	2
Cc1ccc2onc(CC(=O)N3CCN(c4ccccc4F)CC3)c2c1	-1
Cc1ccc(-c2cc(C(F)(F)F)n3nc(C(=O)N(C)Cc4cn(C)nc4C)cc3n2)cc1	2
Cc1c(Cl)cccc1NC(=O)CN1C(=O)COc2ccc(S(=O)(=O)N3CCCCCC3)cc21	1

Next entries follow.
molecule	ROC1-CUL1 inh
COc1ccc(C2Oc3nc(SC)nnc3-c3ccccc3N2C(C)=O)cc1 (configuration not stated)	-1
CSc1ccc2c(c1)C(N1CCN(C)CC1)Cc1ccc(F)cc1S2 (configuration not stated)	-12
COc1ccc(CCN2CCCC(CN(C)Cc3c(OC)cccc3OC)C2)cc1 (configuration not stated)	-5
CSc1nc(C)c(-c2ccncc2)c(-c2cccnc2)c1C#N	4
COc1ccc(N2C(=O)c3cc([N+](=O)[O-])cc4cc([N+](=O)[O-])cc(c34)C2=O)c([N+](=O)[O-])c1	-8
CCOc1cccc(C(NC(C)=O)NC(C)=O)c1	2
CCc1cccc(NC(=O)Cn2ncc3c([nH]c4ccc(C)cc43)c2=O)c1	1
COC(=O)C(OC)(OC)C(c1ccco1)C(C#N)C(=O)O (configuration not stated)	11
Cc1ccc(Cn2ccnc2SCC(=O)Nc2ccccc2C(F)(F)F)cc1	2
CSc1ccc(C2C3=C(CC(C)(C)CC3=O)N(c3cccnc3)C(=N)C2C(=O)c2ccccc2)cc1 (configuration not stated)	3

The results go on.
molecule	ROC1-CUL1 inh
CCN=C1CC=C(Br)C=C(C(=O)/C=C/c2ccc(Br)cc2)C1=O	94*
CN1CCC(NC(=O)c2cccc(Cl)c2Cl)CC1	6
O=C(c1ccc(NC2CCSC2)nc1)N1CCC(CCn2cccn2)CC1 (configuration not stated)	0
Cc1nc(-c2ccc(Cl)cc2)sc1CCNC(=O)c1ccc(C(F)(F)F)cc1	-9
O=C(Nc1ccc(Cl)cc1)NS(=O)(=O)c1cnccc1Sc1c(Cl)cccc1Cl	-4
CCOc1ccc(C(=O)C2C(=O)C(=O)N(CCc3ccccc3)C2c2ccncc2)cc1 (configuration not stated)	2
CCCCC(=O)N(c1nc(-c2ccc(OC)cc2)c(C)s1)c1ccccc1OCC	-4
CN(C)CCCC1Sc2ccccc2Sc2ccccc21 (configuration not stated)	0
CNCCC(Sc1ccc(C(F)(F)F)cc1)c1ccccc1 (configuration not stated)	4
COc1cccc(-c2cc(CC3(O)CCN(CC4CCOC4)CC3)on2)c1 (configuration not stated)	-13
O=C1CCCCN1CCc1c[nH]c2ccccc12	2
COc1ccccc1N1CCN(S(=O)(=O)c2c(C)sc3ncn(CC(=O)Nc4ccc(C)cc4Br)c(=O)c23)CC1	6
Cc1ccc(Nc2nc(N)nc(CN3CCN(C)CC3)n2)cc1	6

A portion of the library; rates above refer to the full screens.
